Screens (PubChem)
GPR151 activ – activates the human receptor GPR151 | Q8TDV0 | PathHunter beta-arrestin GPR151 cells, luminescence | activation, % at 11.2 µM | actives 1% (n = 650,000); in the data active means activation above about 4.9%;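 further: 0% = median of compound wells and 100% = cells with positive control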
Target sequence (Q8TDV0 whole entry, looked up): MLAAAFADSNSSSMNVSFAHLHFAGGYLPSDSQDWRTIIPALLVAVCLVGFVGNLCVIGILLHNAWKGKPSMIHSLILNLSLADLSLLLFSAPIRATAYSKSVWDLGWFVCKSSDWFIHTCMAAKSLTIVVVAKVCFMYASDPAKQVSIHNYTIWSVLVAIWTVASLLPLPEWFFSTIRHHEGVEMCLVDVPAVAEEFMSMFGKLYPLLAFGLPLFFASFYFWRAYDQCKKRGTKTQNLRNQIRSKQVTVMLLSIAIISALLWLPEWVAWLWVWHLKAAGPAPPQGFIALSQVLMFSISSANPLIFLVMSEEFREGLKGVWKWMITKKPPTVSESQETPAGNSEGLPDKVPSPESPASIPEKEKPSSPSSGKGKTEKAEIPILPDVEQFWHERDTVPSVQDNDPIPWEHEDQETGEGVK
TEAD-YAP inh – TEAD-YAP interaction inhibition | HEK-TIYL cells, TEAD-Gal4/YAP UAS-luciferase luminescence | inhibition, % at 9.12 µM | actives 1.4% (n = 640,000) | AID 1259422; in the data active means inhibition above about 32%;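 further: 0% = median of test compound wells and 100% = reference inhibitor wells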
MITF inh – human MITF inhibition, primary screen; O75030; AlphaScreen MITF homodimerization, bead proximity signal; inhibition, % at 2.6 µM; actives 0.91% (n = 650,000); AID 1259374; in the data active means inhibition above about 50%;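 further: 0% = vehicle wells with protein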
FBW7 activator – activators of human E3 ligase FBW7; AlphaScreen FBW7–phospho-cyclin E peptide binding, activator screen; normalized activity (activation), % at 26.1 µM; actives 0.13% (n = 650,000); AID 1259310; in the data active means normalized activity above about 1.9%;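 further: purified mutant Fbw7 with reduced substrate affinity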
Target sequence (Q969H0 whole entry, looked up): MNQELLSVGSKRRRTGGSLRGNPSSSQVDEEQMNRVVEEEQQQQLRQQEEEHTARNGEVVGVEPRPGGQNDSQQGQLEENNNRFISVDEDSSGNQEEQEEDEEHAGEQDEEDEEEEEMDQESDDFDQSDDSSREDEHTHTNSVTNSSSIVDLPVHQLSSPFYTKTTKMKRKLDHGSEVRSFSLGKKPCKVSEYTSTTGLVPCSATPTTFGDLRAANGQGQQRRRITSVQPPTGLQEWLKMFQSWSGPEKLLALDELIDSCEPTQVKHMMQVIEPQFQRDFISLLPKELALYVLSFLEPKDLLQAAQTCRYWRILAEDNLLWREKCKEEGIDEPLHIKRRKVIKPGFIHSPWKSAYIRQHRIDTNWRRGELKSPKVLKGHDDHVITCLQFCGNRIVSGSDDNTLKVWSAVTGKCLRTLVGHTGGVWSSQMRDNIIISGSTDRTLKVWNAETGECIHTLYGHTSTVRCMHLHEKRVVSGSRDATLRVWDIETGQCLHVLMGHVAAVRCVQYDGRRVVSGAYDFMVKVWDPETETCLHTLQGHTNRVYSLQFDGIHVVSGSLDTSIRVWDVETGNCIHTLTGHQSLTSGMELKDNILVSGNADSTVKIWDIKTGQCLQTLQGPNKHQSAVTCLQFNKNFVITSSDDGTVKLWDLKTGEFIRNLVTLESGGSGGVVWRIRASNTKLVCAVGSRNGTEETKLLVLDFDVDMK
* marks the source's active call; other numbers are inactive results. No enrichment for hits. About 3.5% of those tested had a hit in this group.

SMILES	GPR151 activ	TEAD-YAP inh	MITF inh	FBW7 activator
COc1ccc(C2CC(c3cccs3)=NN2C(=O)CSc2nnc(CNC(=O)c3ccco3)n2-c2cccc(C(F)(F)F)c2)cc1 (centres undefined)	1.5	-14	-14	0.2
COc1ccccc1C(=O)N1CCN(c2ccc([N+](=O)[O-])c(-n3nc(C)cc3C)c2)CC1	1.0	-1	-2	-0.3
C=C(C)C(=O)Nc1cccc(Oc2ccc(C(=O)O)c(C(=O)O)c2)c1	-0.1	-1	-11	0.1
O=C(Nc1ccc(Cl)cc1)Nc1nc(-c2cccc3ccccc23)cs1	1.1	6	-2	0.1
CCCCNC(=O)c1cc2n(n1)C(C(F)(F)F)CC(c1ccc3c(c1)OCO3)N2 (centres undefined)	1.0	0	10	0.2
Cn1c(Nc2cc(NCc3ccccc3)nc(N)n2)nc2ccccc21	-1.7	9	-2	-0.1
CC(=O)c1ccc(NC(=O)N2CCCC(N3CCN(c4ccccc4)CC3)C2)cc1 (centres undefined)	-0.4	-18	-9	0.1
Cc1nc2c3ccccc3nc(NNC(=O)CCC(=O)O)n2n1	-0.6	3	0	-0.2
C=CCNCCCOc1ccc(OCc2ccccc2)cc1	-2.0	-21	16	-0.1
Cc1ccc(-c2c(NCc3ccco3)c(=O)c2=O)cc1	0.9	9	-1	-0.1
CCOC(=O)c1ccc(NC(=O)N2CCN(Cc3ccco3)CC2)cc1	-0.4	4	10	0.2
COc1ccc(C(C)=O)cc1COC(=O)c1ccc(N(C)C)cc1	0.1	6	5	-0.1
Cc1ccccc1-c1ocnc1C(=O)Nc1nc2c(s1)COc1ccccc1-2	1.4	1	-10	-0.1
COc1cccc(CNC(=O)CC2C(=O)NCCN2Cc2cccc3ccccc23)c1 (centres undefined)	-0.1	6	13	0.6
Cc1ccc(C)c(NC(=O)Cn2nnc(-c3cc(Cl)ccc3-n3cnnn3)n2)c1	0.4	10	0	0.0
O=C(COC(=O)c1cc(=O)c2ccccc2o1)Nc1c(F)cccc1F	-0.7	4	3	-0.1
CC(=O)Nc1nonc1NC(=O)CSc1nncn1C	0.1	6	0	-0.1
Nc1nnc(SCC(=O)c2ccc(F)c(F)c2)s1	2.6	-7	4	0.0
COC(=O)C(=O)NCC1COc2ccccc2O1 (centres undefined)	1.9	2	4	0.1
Cc1ccccc1CCNCc1ccc(C(=O)O)s1	-0.5	-5	6	0.1
CC(NC(=O)C1(NS(=O)(=O)c2cccc3cccnc23)CCCCC1)c1ccccc1 (centres undefined)	-1.4	5	9	0.1
CC1CCc2c(C(=O)Nc3nccs3)csc2C1 (centres undefined)	-0.9	-10	18	0.4
COC(=O)C1=C(C)N=c2s/c(=C/c3ccc(Cl)cc3Cl)c(=O)n2C1c1ccccc1Cl (centres undefined)	-1.6	4	3	0.7
CCCSc1ncc(Cl)c(C(=O)Nc2nnc(C)s2)n1	-0.6	0	5	0.1
Cc1ccc(C(=O)NCc2ccc(Cl)cc2)cc1[N+](=O)[O-]	-0.4	0	-2	-0.2
SMILES	GPR151 activ	TEAD-YAP inh	MITF inh	FBW7 activator
CC(C)(C)OC(=O)N1CCN(c2ccc(Oc3cc(Nc4ccccc4-c4ncn[nH]4)c(C(F)(F)F)cn3)cc2)CC1	-0.9	0	11	1.0
CN(C(=O)C1CCN(C(=O)c2ccno2)CC1)C(c1ccc(F)cc1)c1ccccn1 (centres undefined)	-0.5	1	13	0.0
COc1ccc(NS(=O)(=O)c2c(C)n(C)c(=O)n(C)c2=O)c(OC)c1	-1.3	1	3	0.0
O=C(/C=C/c1ccc2c(c1)OCO2)NCCSc1c[nH]c2ccccc12	-0.1	1	-3	-0.1
CCC1C(=O)NCCN1Cc1ccc2c(c1)CN(C1CCOCC1)CCO2 (centres undefined)	1.6	-15	0	-0.1
O=C(CSc1ccc2ccccc2c1)NNC(=O)Cc1c[nH]c2ccccc12	0.4	9	1	0.1
CC1CCCCN1Cc1ccc([N+](=O)[O-])cc1 (centres undefined)	-0.7	8	7	0.2
CCOc1ccccc1/C=C(\C(=O)O)c1ccc(S(=O)(=O)N2CCCCC2)s1	1.2	5	15	0.3
O=C(NCCc1ccccc1)c1ccc2ccccc2c1	-0.6	-13	24	0.5
Clc1ccccc1-c1ncc2ccccn12	-0.7	-31	63*	-0.2
CCOc1ccc(-n2c(=S)sc3c(=O)n(-c4ccccc4)c(SCC(=O)N4CCCC4)nc32)cc1	1.3	9	-2	-0.2
COc1ccc(-c2noc(COc3cc(C)ccc3C)n2)cc1	1.6	-3	-6	0.3
CC(=O)OCCn1ccc(=O)n(CCOC(C)=O)c1=O	-1.3	2	-11	0.1
CC(C)CNC(=O)c1cc2n(n1)C(C(F)(F)F)CC(c1ccc(Cl)c(Cl)c1)N2 (centres undefined)	-0.6	-3	5	0.1
COC(=O)c1ccc(C2C3=C(CC(c4ccc(C(C)(C)C)cc4)CC3=O)Nc3ccccc3N2C(=O)C2CC2)cc1 (centres undefined)	-0.4	7	16	0.5
COc1ccc(C=O)cc1COc1ccc(Cl)cc1[N+](=O)[O-]	0.8	-4	0	0.0
Cc1cccc(-n2ncc3c(N(Cc4ccccc4)Cc4ccccc4)ncnc32)c1	0.3	-1	14	0.0
CCN1CCN(CC(=O)Nc2ccc(OC)c(OC)c2)C(=O)C1=O	0.0	-6	1	-0.1
O=C(CCC(=O)N1CCN(Cc2csc(-c3ccccc3)n2)CC1)c1ccccc1	-2.3	-3	10	-0.2
Nc1ccc(C(=O)N/N=C/c2c(Cl)cccc2Cl)cc1	0.7	-19	-7	0.0
CCOC(=O)c1cnn2c1NC(c1ccccc1)CC2C(F)F (centres undefined)	0.4	-6	20	0.0
CC(=O)Nc1ccc2nc(NC(=O)c3cc(Cl)ccc3[N+](=O)[O-])sc2c1	-0.1	1	-4	0.0
O=C(/C=C/c1ccc([N+](=O)[O-])cc1)Nc1ccncc1	-0.5	1	41	0.2
O=C(CSc1nc2ccc(NC(=O)c3ccc(Cl)c(Cl)c3)cc2s1)NCCc1ccccc1	2.8	-1	17	0.1
CCOc1ccc(C=C2C(=O)OC(C)(C(C)(C)C)OC2=O)cc1 (centres undefined)	-0.4	-3	30	0.4

Rewritten bar-delimited: entries from further up.
canonical_smiles | GPR151 activ | TEAD-YAP inh | MITF inh | FBW7 activator
CC(C)CNC(=O)c1cc2n(n1)C(C(F)(F)F)CC(c1ccc(Cl)c(Cl)c1)N2 (centres undefined) | -0.6 | -3 | 5 | 0.1
COC(=O)c1ccc(C2C3=C(CC(c4ccc(C(C)(C)C)cc4)CC3=O)Nc3ccccc3N2C(=O)C2CC2)cc1 (centres undefined) | -0.4 | 7 | 16 | 0.5
COc1ccc(C=O)cc1COc1ccc(Cl)cc1[N+](=O)[O-] | 0.8 | -4 | 0 | 0.0

Other structures:
SMILES	GPR151 activ	TEAD-YAP inh	MITF inh	FBW7 activator
C/C(=N\N=C1\NC(=O)C(CC(=O)Nc2ccccc2F)S1)c1ccc(F)cc1 (centres undefined)	0.3	3	-2	0.0
COc1cc(S(=O)(=O)N(Cc2ccccc2)Cc2cccnc2)ccc1-n1cnnn1	0.4	-1	-2	0.1
O=C(NCC1(c2cccs2)CC1)Nc1ccc2c(c1)OCO2	-0.2	-52	-1	-0.3
Cc1cnc(Nc2ccc(N3CCOCC3)cc2)nc1Nc1ccccc1-c1ncn[nH]1	0.4	69*	9	-0.2
COc1ccc(-c2c(NC(=O)C(C)C)oc3c(C)cccc3c2=O)cc1OC	3.5	11	10	-0.1
O=C1N=C(N2CCN(C3=NC(=O)/C(=C/c4ccc5c(c4)OCO5)S3)CC2)S/C1=C\c1ccc2c(c1)OCO2	0.6	-3	15	-0.5
O=C(NC(N1CCOCC1)C(Cl)(Cl)Cl)c1ccccc1Cl (centres undefined)	0.3	-1	26	0.9
CC(C)[C@H](Cn1nc(-c2cccs2)ccc1=O)NC(=O)C1CCC1	-0.6	-2	2	0.2
COc1ccc(Cl)cc1C(=O)Oc1coc(CSc2nc(C)cc(C)n2)cc1=O	0.9	5	-2	-0.3
CCN(CC)CCCNc1nc2ccccc2[nH]1	-0.7	3	-6	-0.2
CCCSc1nc(O)cc(=O)n1CC	-1.6	4	15	0.0
NS(=O)(=O)c1ccc2c3c(cccc13)C(=O)N2	0.0	1	-3	0.0
Cc1c(C(=O)NC2CCCCC2)sc2ncn(Cc3ccccc3Cl)c(=O)c12	1.2	-4	-10	0.4
CC(C)c1ccc(-c2csc(NC(=O)c3ccc(S(=O)(=O)N4CCOCC4)cc3)n2)cc1	-0.8	2	-4	-0.1
CC(=O)c1c(C)[nH]c(C(=O)OCc2nnc(-c3ccccc3)o2)c1C	2.2	6	5	0.1
Nc1ncc(Br)cc1S(=O)(=O)NCCC(=O)N1CCCCC1	0.9	3	12	0.2
Cc1ccc(NC(=O)Nc2cccc(Oc3ccc(C)nn3)c2)c(Cl)c1	0.4	-7	-1	0.3
Cc1ccc(S(=O)(=O)N2CCCC2)c(C)c1C	0.0	-1	14	-0.1
O=C(CSc1nnnn1-c1ccc2c(c1)OCCO2)c1cccc2c1OCCO2	0.6	-3	2	-0.1
CCOC(=O)c1ccc(NC(=O)c2nccnc2C(=O)O)cc1	0.2	1	-1	-0.1
CN(C)c1nc(OC(C(F)(F)F)C(F)(F)F)nc(N(c2ccccc2)c2ccccc2)n1	-1.3	7	4	0.0
NS(=O)(=O)c1ccc(NC(=O)CN2CCN(C(=O)c3ccco3)CC2)cc1	1.3	1	-1	-0.1
CCCC(=O)Nc1ccc(NC(=O)COc2ccccc2C)cc1	0.6	7	16	0.0
CN(C)c1ccc(/C=C(\C#N)C(=O)Nc2ccc3c(c2)OCCO3)cc1[N+](=O)[O-]	-1.2	7	7	-0.1
COc1ccc(S(=O)(=O)NCCOc2ccccc2)c2ccccc12	1.5	2	2	0.3

Single records (already shown). Order of values: GPR151 activ, TEAD-YAP inh, MITF inh, FBW7 activator
CC(=O)c1c(C)[nH]c(C(=O)OCc2nnc(-c3ccccc3)o2)c1C reads 2.2, 6, 5, 0.1
CN(C)c1nc(OC(C(F)(F)F)C(F)(F)F)nc(N(c2ccccc2)c2ccccc2)n1 reads -1.3, 7, 4, 0.0
CCCC(=O)Nc1ccc(NC(=O)COc2ccccc2C)cc1 reads 0.6, 7, 16, 0.0
Cc1cnc(Nc2ccc(N3CCOCC3)cc2)nc1Nc1ccccc1-c1ncn[nH]1 reads 0.4, 69*, 9, -0.2
COc1ccc(S(=O)(=O)NCCOc2ccccc2)c2ccccc12 reads 1.5, 2, 2, 0.3

More results follow:
SMILES	GPR151 activ	TEAD-YAP inh	MITF inh	FBW7 activator
CCN(Cc1ccccc1)C(=O)C1CCCN1S(=O)(=O)c1cccc2nsnc12 (centres undefined)	0.9	1	19	-0.2
O=[N+]([O-])c1ccc(N/N=C\c2c[nH]c3ccccc23)c([N+](=O)[O-])c1	0.0	4	-1	-0.1
N#CCCN(Cn1nnc2ccccc21)c1ccccc1	-0.7	1	-3	-0.1
O=C(CSc1ccc2nnc(-c3cccnc3)n2n1)Nc1ccc2c(c1)OCCO2	-0.1	-1	11	0.0
COc1ccc2oc(C)c(C(=O)CN3CCN(C)CC3)c2c1	-0.7	-1	-17	-0.1
Nc1cc(=O)[nH]c2nnc(SCC(=O)NNC(=O)c3ccc(Br)cc3)n12	-0.2	-4	9	0.2
COc1ccc(-c2nc3ccc(C(=O)NC4CCCCCC4)cc3nc2-c2ccc(OC)cc2)cc1	0.1	-13	-5	0.1
O=C1CCC(=O)N1CNc1ccc(Oc2ccccc2)cc1	0.5	-2	6	-0.1
CCOCCC(=O)Nc1ncc([N+](=O)[O-])s1	-1.0	-13	-8	-0.2
COc1ccc2nc(NC(=O)c3ccc(S(=O)(=O)N4CCc5ccccc5C4)cc3)sc2c1	4.1	4	-8	0.0
Cc1c(C(=O)Nc2ccccn2)sc2nc(C)n(C)c(=O)c12	0.6	-60	-2	0.1
O=C1CCC(N2CCN(c3ccccc3)C(=O)C2)CCN1CCOc1ccccc1 (centres undefined)	0.3	5	11	0.4
Cc1ccc(S(=O)(=O)NCc2ccccn2)c(C)c1	1.0	7	12	0.2
Cc1ccc(C(=O)N/C(=C\c2ccccc2)c2nc(=S)[nH][nH]2)cc1	1.7	-1	2	-0.1
O=C(CN1C(=O)[C@@H]2CCCN2C(=O)c2ccccc21)NC1CCCCC1	0.2	-2	-22	0.0
COc1cccc(/C(O)=C2\C(=O)C(=O)NC2c2ccco2)c1 (centres undefined)	-0.4	-13	36	-0.1
Cc1cc(C)cc(NC(=S)N(CCCN2CCC(C)CC2)Cc2cccs2)c1	-0.1	10	0	-0.1
NC(=O)c1ccc(NC(=O)CSc2ccc3ccccc3c2)cc1	-0.2	8	3	0.2
Cc1ccc(S(=O)(=O)N2CC(=O)Nc3ccc(Br)cc3C2c2ccccc2)cc1 (centres undefined)	0.5	5	11	0.0
CCN(CC)CCSc1nc(-c2ccc(C)cc2)nc2c1c(=O)n(C)c(=O)n2C	0.8	-8	-8	-0.1
Fc1ccc(N2CCN(c3nc(Cc4ccccc4)nc4sc5c(c34)CCCC5)CC2)cc1	0.0	-2	2	0.0
CN(CC(=O)Nc1cccc(Cl)c1)S(=O)(=O)c1cc2c(cc1Cl)NC(=O)CO2	0.0	-9	12	0.0
CCOC(=O)c1ccc(NC(=O)c2[nH]c(C)c(C(C)=O)c2C)cc1	1.1	-7	-20	0.1
CC(=O)N1CCC(N(C(=O)Nc2cccc(Br)c2)C(C)C)CC1	0.0	3	3	-0.1
CCNC(=O)c1c(NC(=O)COc2ccc(F)cc2)sc2c1CCCC2	-0.5	7	-14	0.0
COc1ccc(C2CC(=O)C3=C(C2)Nc2ccccc2NC3c2ccc(F)c(F)c2)cc1 (centres undefined)	2.2	2	15	0.1
